Source: PubChem BioAssay
LGR2 inh: inhibitors of bursicon-induced LGR2 CRE-luciferase signal, primary screen, cell-based, HEK293, CRE-luciferase reporter, bursicon stimulation | bursicon-stimulated, 4 h | inhibition, % at 9.99 µM | Drosophila bursicon receptor LGR2 (rickets) | hit rate 0.35% among 380,000;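 active means drop in luminescence signal, shown as inhibition above about 50% in the replicate tests, limit read from the data, passing the limit was not always enough; inconclusive means probably only some replicates passing the limit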;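 further: agonist challenge used bursicon conditioned medium at about half maximal strength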
ARNT-TACC3 inh: disruptors of ARNT/TACC3 protein interaction, primary screen, biochemical, AlphaScreen, single concentration. Transforming acidic coiled-coil-containing protein 3 (Homo sapiens), Q9Y6A5. AlphaScreen His-ARNT PAS-B/GST-TACC3 binding, luminescence; TACC3 fragment carries E629A point mutation. inhibition, % at 9.99 µM. hit rate 0.66% among 390,000;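 active means mean inhibition of replicates at least 50% and at least half of replicates each reaching 50%; inconclusive means half or more replicates reach 50% but mean below 50%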;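 further: 0% = complete ARNT plus TACC3 wells and 100% = ARNT alone without TACC3; many hits fall short of the cut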
PAX8 inh HTS: inhibitors of PAX8-driven TPO luciferase reporter, primary screen, RMG-I cells, single concentration | SteadyGlo, 24 h | inhibition, % at 12.6 µM | hit rate 1.2% among 360,000 | AID 652154, 2013;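 active means mean replicate inhibition at least 60% with every replicate also reaching 60%; inconclusive means only one of the two criteria is met; inactive means mean below 60% and not all replicates reaching 60%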;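 further: luciferase light reporting Pax8 driven TPO promoter activity; plate controls were median of neutral control wells for no effect and mitoxantrone controls for full effect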
EWS-Fli block: EWS/Fli-driven NR0B1 reporter inhibitors, primary screen, A673 cells, NR0B1 luciferase, luminescence, MLPCN library; viability-normalised; inhibition, % at 12.6 µM; hit rate 0.67% among 350,000;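 active means mean inhibition of at least 50% after viability correction, with every replicate also passing that limit; inconclusive means mean reaches 50% but only one of two replicates passes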;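 further: firefly luciferase signal divided by Alamar Blue viability fluorescence both relative to DMSO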
SIRT5 inh: SIRT5 desuccinylase inhibitors, primary screen, biochemical, fluorescence imaging, single point, set 5 | hit rate 1.1% among 330,000 | inhibition, % at 15 µM | Purified SirT5, succinyl-peptide AMC, trypsin-coupled fluorescence | NAD-dependent protein deacylase sirtuin-5, mitochondrial (Homo sapiens), Q9NXA8; in the data active means inhibition above about 15%; inconclusive means no clear call, values can overlap the other calls
Target sequence (Q9NXA8 whole entry, looked up): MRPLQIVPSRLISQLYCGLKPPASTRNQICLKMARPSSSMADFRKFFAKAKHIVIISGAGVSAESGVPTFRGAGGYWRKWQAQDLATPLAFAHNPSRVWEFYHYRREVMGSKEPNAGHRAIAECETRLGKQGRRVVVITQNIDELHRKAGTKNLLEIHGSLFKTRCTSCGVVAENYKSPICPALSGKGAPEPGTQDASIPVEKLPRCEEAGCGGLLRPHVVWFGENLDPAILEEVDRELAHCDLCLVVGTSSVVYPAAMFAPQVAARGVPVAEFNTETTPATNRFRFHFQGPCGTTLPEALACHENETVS
Casp6 inh: human caspase-6 inhibitors, primary screen, biochemical, VEID-R110 fluorescence, single point, set 2. P55212. purified caspase-6, Z-VEID-R110 cleavage fluorescence. inhibition, % at 12.5 µM. hit rate 0.53% among 350,000. AID 686996, 2013;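 active means mean inhibition across replicates at least about 35%, with every replicate also reaching that limit, limit read from the data; inconclusive means only one of the two criteria met; inactive means neither criterion met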;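 further: 0% = median of neutral control wells and 100% = no fluorescence left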
Target sequence (P55212 24-179 limits assumed): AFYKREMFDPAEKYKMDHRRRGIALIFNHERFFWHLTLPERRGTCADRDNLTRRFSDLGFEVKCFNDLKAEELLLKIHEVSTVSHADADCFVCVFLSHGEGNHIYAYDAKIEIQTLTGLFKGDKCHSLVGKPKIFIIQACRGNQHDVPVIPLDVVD
Target sequence (P55212 194-293 limits assumed): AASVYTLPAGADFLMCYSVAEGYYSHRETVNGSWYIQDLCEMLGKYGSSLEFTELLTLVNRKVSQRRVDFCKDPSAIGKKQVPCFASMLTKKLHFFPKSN
DENV2 CPE rescue: inhibitors of DENV2 cytopathic effect, primary screen, cell-based, plate reader, single concentration. DENV2-infected cells, cytopathic effect rescue. CPE inhibition, % at 9.99 µM. hit rate 1.7% among 350,000; in the data active means CPE inhibition above about 20%, passing the limit was not always enough; inconclusive means no clear call, values can overlap the other calls; tested in BHK-21 cells;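 further: 0% = median of neutral control wells and 100% = median of positive control wells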
* marks the source's active call; other numbers are inactive results; ? = inconclusive; · = not tested or not shown; & = joins results of further samples.

SMILES	LGR2 inh	ARNT-TACC3 inh	PAX8 inh HTS	EWS-Fli block	SIRT5 inh	Casp6 inh	DENV2 CPE rescue
COc1cc(C(C)=O)ccc1OCC(=O)OC(C)C(=O)c1ccc(F)cc1 (stereo unspecified)	3	-5	10	-2	0	-1	4
N#Cc1c(-c2ccc(Cl)cc2)c2c([nH]c1=O)-c1ccccc1OC2	-5	-9	-4	0	-4	1	1
Cc1ccc(S(=O)(=O)Nc2ccccc2[N+](=O)[O-])cc1	-7	·	-1	-5	1	-3	-11
CCOc1ccc(S(=O)(=O)N(C)c2ccc(OCC(=O)NCc3ccc(C(=O)OC)cc3)cc2)cc1	1	-3	3	7	-4	2	3
C[C@@H]1CN([C@@H](C)CO)C(=O)CCCn2nncc2CO[C@H]1CN(C)S(=O)(=O)c1ccc(-c2ccccc2)cc1	12&-17	16&5	3&2	4&3&5	0&-2&-1	5&0&0	6&-14&-3
C[C@H](CO)N1C[C@H](C)[C@H](CN(C)S(=O)(=O)c2ccc(Cl)cc2)OCc2ccccc2-c2ccccc2C1=O	15	11	32	0	4	4	-3
O=C(O)c1cnn(-c2nc(-c3ccc(Cl)c(Cl)c3)cs2)c1C(F)(F)F	-18	-6	-21	-53	1	13	-1
CC(C)CC#Cc1cnc2c(c1)C(=O)N([C@@H](C)CO)C[C@@H](C)[C@H](CN(C)C(=O)c1cccc(F)c1)O2	8	·	40	-15	·	·	·
C[C@H]1CN([C@@H](C)CO)C(=O)c2cccc(NC(=O)Nc3ccc4c(c3)OCO4)c2O[C@H]1CN(C)Cc1ccc(C(=O)Nc2ccccc2N)cc1	15	28	·	12	-7	-2	5
CC[C@]12c3[nH]c4ccc(Cl)cc4c3CCN1C(=O)[C@@H](CC(=O)NCCN1CCOCC1)C[C@@H]2C(=O)N1CCN(C(=O)c2ccco2)CC1	11	2	8	13	0	-24	-6
COc1ccc(C2=NS(=O)(=O)N(C)C(C(=O)Nc3ccc4c(c3)OCO4)=C2)cc1	-17	18	8	-4	0	0	?
CNc1ccc(-c2cccc(CO)c2)cn1	-39	·	·	-18	-23	-1	0
Cc1cc(C(=O)Nc2ccon2)c(C)o1	-4	0	-13	-21	-1	7	?
CC(=NNC(=S)N(Cc1ccccn1)Cc1ccccn1)c1cnccn1	-10	64*	21	6	-1	-2	2
CC(C)(C)NCCOCCOc1ccc(Cl)cc1C(C)(C)C	-5	·	3	5	-5	-1	·
O=C(N/N=C/c1coc2ccccc2c1=O)c1cn(-c2ccccc2)nc1-c1ccc(F)cc1	2	-3	-5	·	·	·	·
COc1ccc(NC(=O)c2ccc(S(=O)(=O)N(C)c3ccccc3)cc2)cn1	16	-2	1	3	-1	-1	2
COc1cc(/C=c2/sc3nc(-c4ccccc4)c(-c4ccccc4)n3c2=O)cc(OC)c1OC	13	-4	0	·	·	·	·
O=c1cc(O)c(-c2ccc(Cl)cc2)c(Cl)[nH]1	-5	-16	27	9	4	-2	2
CC(C)(C)NC(=O)C(CCc1ccccc1)n1c(=O)c(-c2ccccc2)nc2ccccc21 (stereo unspecified)	-2	·	18	4	·	-5	9
CCC(=O)N1CCC2(CC1)CN(C(=O)Nc1ccc(F)cc1)[C@@H](CO)c1c2c2ccc(OC)cc2n1C	10	·	·	1	4	2	1
CC(Oc1ccccc1F)C(=O)NNC(=O)c1ccc(F)c(S(=O)(=O)N2CCOCC2)c1 (stereo unspecified)	-4	1	·	·	0	2	-4
C/C(=N/NC(=O)C1CCN(S(=O)(=O)c2ccc(C)cc2)CC1)c1cccc([N+](=O)[O-])c1	5	-2	2	·	·	·	·
CCCOc1cccc(C(=O)NC(=S)Nc2cccc(NC(=O)c3ccccc3Cl)c2)c1	-11	-1	-2	20	-2	-3	4
O=C1NC(CCc2ccccc2)C(=O)N1Cc1ccc(Br)cc1 (stereo unspecified)	22	6	4	-1	3	-2	0

3 of the entries above in order of the SIRT5 inh value, high to low:
compound | SIRT5 inh
C[C@H](CO)N1C[C@H](C)[C@H](CN(C)S(=O)(=O)c2ccc(Cl)cc2)OCc2ccccc2-c2ccccc2C1=O | 4
CC[C@]12c3[nH]c4ccc(Cl)cc4c3CCN1C(=O)[C@@H](CC(=O)NCCN1CCOCC1)C[C@@H]2C(=O)N1CCN(C(=O)c2ccco2)CC1 | 0
CC(C)(C)NCCOCCOc1ccc(Cl)cc1C(C)(C)C | -5

More structures
SMILES	LGR2 inh	ARNT-TACC3 inh	PAX8 inh HTS	EWS-Fli block	SIRT5 inh	Casp6 inh	DENV2 CPE rescue
C[C@@H](NC(=O)C[C@H]1C[C@@H]2c3cc(NS(C)(=O)=O)ccc3O[C@@H]2[C@H](CO)O1)c1ccccc1	0	1	-12	-1	-5	1	5
COC(CNC(=O)C1CCCCC1C(=O)O)OC (stereo unspecified)	15	-5	3	·	·	·	·
CCN(CC(=O)NCc1ccc(Cl)cc1)C(=O)CN1C(=O)NC(C)(c2ccccc2)C1=O (stereo unspecified)	-12	0	·	0	-1	-1	-6
Cc1ccc(S(=O)(=O)N2CCN(C(=O)c3cc4c(s3)CCCC4)CC2)cc1	8	-7	-3	4	-3	7	-11
COc1ccc(-c2ccc([C@@H]3[C@@H](CO)N4C(=O)CN(Cc5ccc(C)cc5)C[C@H]34)cc2)cc1	-7	·	·	·	1	1	1
CCN(CCNC(=O)Cn1c(=O)sc2ccccc21)c1ccccc1	-21	-2	-3	5	·	-1	4
O=c1cc(CN2CCN(c3ccccc3F)CC2)c2cc(O)c(-c3ccccc3)cc2o1	-18	-4	25	9	-4	1	-11
CSCCC(Nc1ccc(S(=O)(=O)N2CCOCC2)cc1[N+](=O)[O-])C(=O)OCC(=O)N(C(C)C)C(C)C (stereo unspecified)	7	-8	2	-16	2	-2	-11
CO[C@H]1CN(C)C(=O)c2cc(NC(=O)C3CC3)ccc2OC[C@@H](C)NC[C@@H]1C	24	-2	14	4	-3	5	-1
Cc1noc(C)c1NC(=O)N(C)C[C@@H]1Oc2c(cccc2N(C)C)C(=O)N([C@@H](C)CO)C[C@H]1C	-10	-9	0	0	2	0	0
CC(=O)Nc1cccc(/C(C)=N/Nc2ccc(S(=O)(=O)Nc3ccccc3C(=O)O)cc2[N+](=O)[O-])c1	-12	5	-13	-10	21*	31	8
COC(=O)c1sc(S(=O)(=O)NCCC(=O)O)c(C(=O)OC)c1C	38	-1	4	4	-4	0	-1
Cc1cc(NC(=O)COC(=O)C2CC(=O)N(c3ccccc3)C2)no1 (stereo unspecified)	-3	-2	0	-1	-1	-1	-4
S=c1nc(-c2ccccc2)[nH]c2ccc(Br)cc12	·	-2	-7	8	-1	-3	-3
Cc1nonc1OCCn1c([N+](=O)[O-])cnc1C	13	·	0	-7	0	3	-4
COc1ccc(N2CCN(C(C)C(=O)N3CCCC3)CC2)cc1 (stereo unspecified)	4	-15	-10	1	1	-1	-4
CO[C@H](CN(C)Cc1cc(F)ccc1F)[C@H](C)CN(C(=O)Nc1ccc(C(F)(F)F)cc1)[C@H](C)CO	-6	-5	·	0	-4	1	1
Nc1ncnn1Cc1ccccc1	-6	·	-31	7	4	0	2
CS(=O)(=O)N1CC(=O)N2[C@@H](CO)[C@H](c3ccc(Br)cc3)[C@@H]2C1	-14	·	-10	-11	-2	0	-5
O=C(CCCn1cncn1)N1CCCC(Nc2ccc(F)cc2)C1 (stereo unspecified)	7	24	0	-11	-2	3	-3
COc1cc(SC)ccc1C(=O)N1CCc2ccccc21	-5	-6	15	-1	1	1	-6
O=C(Oc1ccccc1)c1cc2ccccc2oc1=O	10	16	-2	2	-2	-5	0
CC1CC(C)CN(CCCNS(=O)(=O)c2ccc3c(c2)oc(=O)n3C)C1 (stereo unspecified)	-9	-11	0	·	-3	-2	2
COc1ccc2c3c([nH]c2c1)[C@H](CO)NCC31CCN(C(=O)Nc2ccc(F)cc2F)CC1	-12	·	·	0	·	·	-1
COc1cccc(C(=O)Nc2ccc3c(c2)OC[C@H](C)NC[C@H](C)[C@@H](OC)CN(C)C3=O)c1	2	·	·	·	0	1	25*

(continued)
SMILES	LGR2 inh	ARNT-TACC3 inh	PAX8 inh HTS	EWS-Fli block	SIRT5 inh	Casp6 inh	DENV2 CPE rescue
CCN1/C(=C2/SC(=S)N(NC(C)=O)C2=O)Sc2ccc(OC)cc21	-10	1	16	12	5	-3	1
CCC1=NN(S(=O)(=O)c2ccc(C)cc2)C(O)(C(F)(F)F)C1 (stereo unspecified)	0	-27	32	-1	8	3	·
Cc1ccc(S(=O)(=O)Nc2cccc3c2O[C@@H](CN(C)S(=O)(=O)c2ccc(F)cc2)[C@@H](C)CN([C@@H](C)CO)C3=O)cc1	0	4	-25	-1	·	·	-2
Cc1cc(C)nc(SCCCNCc2c(F)cccc2Cl)n1	-1	3	14	4	8	10	5
COc1ccc(CCNC(=O)COC(=O)C23CC4CC(CC(C4)C2)C3)cc1	-8	-8	-8	-18	-17	5	3
CN(c1ccccc1)S(=O)(=O)c1cccc(NC(=O)c2cncc(Br)c2)c1	19	-4	14	21	2	3	-5
Cc1cccc(S(=O)(=O)N2CCCCN3[C@@H](CO)[C@H](c4ccc(C#C[C@H](C)O)cc4)[C@@H]3C2)c1	-5	3	38	14	5	1	-6
C=CCn1c(SCCCC)nc(O)cc1=O	13&-6	-10&-6	11&13	-2&17	0&2	-4&0	2&-1
Cc1cc([N+](=O)[O-])ccc1-c1ccc(/C=N/NC(=O)Cc2ccccc2)o1	2	-5	-12	-3	-2	-1	-7
C[C@@H]1CN([C@@H](C)CO)C(=O)c2cc(NS(C)(=O)=O)ccc2O[C@@H](C)CCCCO[C@@H]1CN(C)C(=O)C1CCCCC1	-4	-12	0	2	-1	0	2
COC(=O)c1ccc(COc2ccc(C)cc2[N+](=O)[O-])o1	-78	2	-58	-8	1	-1	-1
CNC(=O)c1cc(C(=O)c2ccc(Cl)cc2)c[nH]1	-16	-5	-9	-37	-1	-4	1
COc1cccc(NC(=S)NC2CC(C)(C)NC(C)(C)C2)c1	·	-6	-5	-3	-2	-2	?
C[C@@H]1CN([C@H](C)CO)C(=O)c2cccc(NC(=O)C3CCCCC3)c2O[C@@H]1CN(C)C(=O)Nc1cccc2ccccc12	26	16	-3	11	-7	2	?
CCOP(=O)(c1ccccc1)C(O)c1ccc([N+](=O)[O-])cc1 (stereo unspecified)	-10	-1	-9	-5	-1	0	39*
COc1cc(/C=C/C(=O)OCC(=O)NCc2ccco2)ccc1OCC#N	16	1	3	9	0	2	2
CC[C@]1(C(=O)OC)[C@H]2C(=O)N(C)C(=O)[C@H]2[C@H]2CN=C(SCc3ccc(Cl)cc3)N21	6	-2	12	3	-4	1	-9
O=C(NCCc1ccccc1)C(=O)Nc1ccc2c(c1)OCCO2	-53	-4	-74	-35	4	1	1
O=S(=O)(c1ccccc1F)N1CC[C@H]2[C@H](CO)Nc3ccc(-c4ccc(F)cc4)cc3[C@H]21	-19	-16	-16	-2	5	·	·
COC(=O)[C@H]1[C@H](CO)[C@H]2Cn3c(ccc(-c4cccc(F)c4)c3=O)[C@H]2N1C(=O)CC1CC1	-10	0	-3	10	-16	-1	1
CN1C(=O)c2cc(NC(=O)c3cnccn3)ccc2OC[C@H]2O[C@@H](CC(=O)Nc3cc(F)ccc3F)CC[C@@H]21	-29	·	·	2	2	1	-8
CCCN1[C@@H]2Cn3c(ccc(-c4ccncc4)c3=O)[C@H]1[C@@H](C(=O)NCCc1cn(C)cn1)[C@@H]2CO	21	2	·	0	-5	-1	-1
C[C@@H]1CN([C@H](C)CO)C(=O)c2cc(NC(=O)CCCN(C)C)ccc2O[C@H]1CN(C)Cc1ccc(C(F)(F)F)cc1	6	-4	-15	-6	-1	-1	17
CCOc1ccc(N(CC(=O)N2CCCCCC2)S(=O)(=O)c2ccc(F)cc2)cc1	6	-2	7	·	-5	0	0
Cc1ccc(S(=O)(=O)N2CCOCC2)cc1NC(=O)COC(=O)CCn1c(C)csc1=O	-14	7	6	·	-3	0	6
